ssDAF-12 act – activates DAF-12 receptor from parasite S. stercoralis. AID 652126. activation, % at 6.8 µM. actives 1% (n = 370,000). HEK293 ssDAF-12/GRIP1 lit1-tk-luc reporter, luminescence; % of 3 µM dafachronic acid response;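 active = activation above the mean over all tested compounds plus 3 SD, cut at about 0.9% in these data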;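 also: 0% = DMSO-only wells and 100% = 3 µM delta7-dafachronic acid wells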
hcDAF12 agonist – activators of H. contortus DAF-12 nuclear receptor | HEK293 hcDAF-12 lit1-tk-luc reporter, luminescence; 0% DMSO, 100% Δ7-dafachronic acid | actives 1.4% (n = 370,000) | activation, % at 6.8 µM;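 active = activation above the mean of all tested compounds plus 3 SD, cut at about 5.5% in these data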;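 also: 100% = response to 3 µM Δ7-dafachronic acid high control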
ADAM17 inh – inhibitors of human ADAM17 | P78536 | recombinant ADAM17, EDANS/DABCYL FRET peptide cleavage | inhibition, % at 6.95 µM | actives 0.83% (n = 370,000);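 active = inhibition above the mean of compounds lying between control limits plus 3 SD, set per campaign, cut at about 8.5% in these data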;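 also: 0% = DMSO-only wells as the low control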
PLCg1 inh – PLC-gamma1 (human) inhibition, primary screen; purified PLC-gamma1, fluorogenic substrate, fluorescence; actives 0.84% (n = 370,000); P19174; inhibition, % at 12.2 µM; in the data active = inhibition above about 9.5%
PLC-beta3 inh – blocks human PLC-beta3 enzyme activity | inhibition, % at 12.2 µM | Q01970 | actives 0.18% (n = 370,000) | AID 720704 | Purified PLC-beta3, fluorogenic substrate, fluorescence; in the data active = inhibition above about 11%;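 also: 0% = median of compound wells on plate and 100% = full blocker control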
sPLA2-III inh – Blocks human group III sPLA2 activity. QFRET BODIPY PC-A2 liposome hydrolysis, fluorescence. inhibition, % at 12.2 µM. actives 0.56% (n = 370,000). AID 743126;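 active = inhibition above mean plus 3 SD of compounds lying within the high and low control bounds, cut at about 19% in these data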;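 also: 0% = median of test compound wells and 100% = no enzyme DMSO wells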
DAX1 inh-1 – blocks DAX1 repression of SF-1 activated StAR promoter; HEK293T StAR-luciferase reporter, SF-1/DAX-1 repression relief; inhibition, % at 6.8 µM; actives 1.1% (n = 370,000); AID 652010;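 active = inhibition above the mean over all tested compounds plus 3 SD, cut at about 3.6% in these data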;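 also: 0% = DAX-1 cells with DMSO and 100% = cells lacking DAX-1 with DMSO; higher inhibition means more luminescence from relief of DAX-1 repression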
DAX1 inh-2 – inhibitors of human orphan nuclear receptor DAX1 (NR0B1). P51843. HEK293 Gal4-DAX1 luciferase reporter, luminescence. inhibition, % at 6.75 µM. actives 0.99% (n = 340,000). AID 504766;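 active = inhibition above the mean over all tested compounds plus 3 SD, cut at about 4.2% in these data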;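 also: 0% = DAX1-transfected cells with DMSO and 100% = empty-vector control cells with DMSO; inhibition shows as a rise in luminescence from relieved DAX1 repression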
Target sequence (P51843 207-470 limits assumed): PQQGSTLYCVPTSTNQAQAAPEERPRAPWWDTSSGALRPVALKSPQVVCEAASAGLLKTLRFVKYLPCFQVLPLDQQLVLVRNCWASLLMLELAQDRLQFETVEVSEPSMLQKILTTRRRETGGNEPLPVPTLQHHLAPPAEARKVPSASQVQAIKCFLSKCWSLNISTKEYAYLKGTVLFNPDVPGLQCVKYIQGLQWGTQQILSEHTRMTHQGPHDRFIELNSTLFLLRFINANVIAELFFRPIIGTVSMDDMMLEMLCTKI
FXN GAA850 act – frataxin GAA850 promoter activation; HEK293 lucGAA850 FXN promoter luciferase reporter, 24 h; percent of 10 µM SAHA response; activation, % at 6 µM; actives 0.56% (n = 360,000); AID 540364;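 active = activation above the average of all compounds screened plus 3 SD, cutoff fixed separately per campaign, cut at about 7.5% in these data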;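 also: 0% = DMSO wells and 100% = 10 µM SAHA wells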
hgDAF-12 ag – activates the H. glycines DAF-12 receptor ligand-binding domain | actives 1.8% (n = 370,000) | HEK293 GAL4-hgDAF12 UAS-luciferase reporter, agonist luminescence; normalized to butyrate control | activation, % at 6.8 µM;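 active = activation above a cutoff set at the mean of all screened compounds plus 3 SD, cut at about 10% in these data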;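 also: 0% = DMSO wells and 100% = sodium butyrate wells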
ADAM10 inh – inhibits human ADAM10. O14672. recombinant ADAM10, EDANS/DABCYL FRET peptide cleavage, 3 h. inhibition, % at 7 µM. actives 0.62% (n = 370,000). AID 720582;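 active = inhibition above a per-campaign cutoff equal to the mean of compounds falling between control-based bounds plus 3 SD, cut at about 20% in these data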;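 also: 0% = DMSO wells while the 100% control is not disclosed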
Target sequence (O14672 214-748 limits assumed): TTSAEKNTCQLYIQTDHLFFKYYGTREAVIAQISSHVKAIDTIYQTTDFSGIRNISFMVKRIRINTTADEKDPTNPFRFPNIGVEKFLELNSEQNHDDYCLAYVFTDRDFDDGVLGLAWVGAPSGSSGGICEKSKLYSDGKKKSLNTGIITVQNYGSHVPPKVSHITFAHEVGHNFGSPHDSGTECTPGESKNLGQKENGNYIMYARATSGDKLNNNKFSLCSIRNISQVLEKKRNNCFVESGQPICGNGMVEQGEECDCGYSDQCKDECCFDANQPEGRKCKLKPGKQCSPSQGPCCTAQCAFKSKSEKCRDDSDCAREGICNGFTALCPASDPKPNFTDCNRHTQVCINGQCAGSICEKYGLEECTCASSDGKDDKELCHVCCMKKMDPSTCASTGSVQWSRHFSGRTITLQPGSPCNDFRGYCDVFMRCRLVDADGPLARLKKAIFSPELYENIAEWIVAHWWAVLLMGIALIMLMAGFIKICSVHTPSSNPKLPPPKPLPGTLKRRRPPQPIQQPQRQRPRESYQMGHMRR
Numbers without * were called inactive; . = not tested or not shown.

Structure	ssDAF-12 act	hcDAF12 agonist	ADAM17 inh	PLCg1 inh	PLC-beta3 inh	sPLA2-III inh	DAX1 inh-1	DAX1 inh-2	FXN GAA850 act	hgDAF-12 ag	ADAM10 inh
Cc1cc(NC(=O)c2ccc(-c3ccc(F)c(Cl)c3)o2)no1	-0.5	-1.0	2	-4	-2	-1	-0.1	1.2	3.1	-1.4	-3
CCOC(=O)N1CCN(S(=O)(=O)c2ccc(C(=O)Nc3sc4c(c3C(N)=O)CCN(CC)C4)cc2)CC1	-1.4	-0.3	2	-49	-83	-20	1.2	0.2	1.6	-1.4	-3
CCOc1ccccc1OCCCC(=O)N1CCN(S(=O)(=O)c2cc(F)ccc2F)CC1	-1.6	-0.9	-5	0	-7	-10	0.8	-0.1	1.9	-0.9	-10
Oc1ccc(/C=N/NC(=S)NCC2CCCO2)cc1 (centres undefined)	-0.4	1.1	-3	2	3	6	0.4	0.7	-2.6	-1.6	0
OC12CCCCC1C(c1ccc3c(c1)OCO3)N(Cc1ccccc1F)CC2 (centres undefined)	-1.2	0.4	-2	3	2	-2	-0.3	-0.1	1.1	-1.3	4
Cc1cc(NS(=O)(=O)c2ccc(NC(=O)CCCOc3cccc(C)c3C)cc2)no1	-1.4	0.8	-2	-1	-10	-38	2.5	1.9	-1.9	1.0	-12
O=C(O)CN1CCN(Cc2ccc(Cl)cc2)C1=O	-1.0	0.7	3	9	4	5	-0.3	2.4	0.8	2.4	7
Cc1nc(NC(=O)COC(=O)CCc2ccccc2)c(Cl)cc1Cl	-1.0	-1.0	-7	-9	-14	-1	-0.4	-1.0	1.1	0.2	-16
CC(C)Cn1c2nc3ccccc3nc2c2c(=O)n(CCN3CCOCC3)cnc21	-0.8	3.6	-55	-34	-47	2	0.4	-0.6	1.0	4.8	-182
Cc1ccc2nc(C(C)(C)C)c(Cc3cccc(F)c3)n2c1	2.2*	3.5	-17	-8	-11	-1	3.7*	.	.	16*	-62
Cc1c(NS(=O)(=O)N2CCCCC2)c(=O)n(-c2ccccc2)n1C	-0.6	-1.5	5	1	-2	4	0.0	-0.5	4.1	-4.4	-3
O=C(NC(=S)Nc1ccccc1N1CCCC1)c1ccccc1[N+](=O)[O-]	-1.1	-2.1	2	6	3	4	-0.7	-0.4	3.3	-4.5	7
CCCCC(=O)Nc1ccc(C(=O)NN2C(=O)c3ccccc3C2=O)cc1	-1.5	-1.2	0	1	-1	3	0.0	0.2	1.9	6.2	-5
O=C(NC1CCCCC1)C1c2ccccc2OCC(=O)N1CCc1ccccc1 (centres undefined)	-0.1	-1.0	-4	-2	0	3	0.5	.	.	3.1	-13
CC(C)CCn1c(SCC(=O)NC2CCS(=O)(=O)C2)nc2cc(Cl)ccc2c1=O (centres undefined)	-1.1	1.2	-1	1	-2	2	0.0	-0.1	0.4	0.4	4
CCC(=O)N1CCc2cc(S(=O)(=O)N3CCCC3)ccc21	-1.6	-0.4	-5	2	-8	13	2.3	0.1	1.0	-0.5	1
Cc1ccc(NC(=O)CSc2nc3ccccc3nc2N2CCOCC2)cc1	-1.0	0.5	0	-2	-4	4	-1.0	-0.5	-2.2	2.6	0
Cc1ccc(-c2n[nH]c3c2CCC3)cc1	0.4	-0.9	-2	1	2	-11	0.1	1.8	1.2	2.4	7
CC(C)N1CN(c2ccccc2)C(=S)N(c2ccccc2)C1	0.7	0.2	-4	-2	0	3	-0.5	1.3	-2.5	0.2	-3
CCOC(=O)C1=CN(Cc2cccc(-c3ccc(Cl)nc3)c2)S(=O)(=O)N(C)C1C (centres undefined)	-0.3	-1.4	0	1	3	-5	-1.1	-0.8	1.1	2.4	1
Cc1noc(C)c1NC(=O)N(C)C[C@H]1Oc2c(NC(=O)Nc3ccc(C(F)(F)F)cc3)cccc2C(=O)N([C@H](C)CO)C[C@@H]1C	-1.0	-0.5	1	1	0	-17	-0.7	1.2	1.2	0.4	3
CCCNC(=O)C1=C(C)C(=O)OC12CCC(C)CC2 (centres undefined)	-0.9	3.5	-3	0	0	-6	1.0	0.5	-0.1	-0.2	-1
COc1ccc(CCNC(=O)c2ccc3nc(N4CCCCC4)sc3c2)cc1OC	-2.3	-2.2	1	-1	0	-10	-0.7	-2.1	4.3	1.3	-5
CC1CCCC(C)N1CCCNC(=O)CCn1c(=O)c2cccn2c2cccnc21 (centres undefined)	-1.1	0.7	-6	0	0	2	0.5	0.5	2.4	1.2	-20
CC(C)C[C@@H]1Cc2[nH][nH]c(=O)c2[C@H](c2ccc(Cl)cc2)O1	-0.9	1.2	-2	2	1	-20	0.4	.	.	1.2	-4
CN(C(=O)CN1CCN(c2cnn(-c3ccccc3)c(=O)c2Cl)CC1)C1CCS(=O)(=O)C1 (centres undefined)	-1.1	0.1	-4	1	-5	11	0.7	-0.5	0.8	-0.7	-6
NC(=O)CSc1ncc(-c2ccccc2)[nH]1	-1.0	2.5	-2	0	2	-2	1.1	0.4	1.9	2.5	3
CCCCN(CCCC)S(=O)(=O)c1c(C)[nH]c(=O)[nH]c1=O	-0.9	0.7	-2	-2	3	0	1.1	0.4	1.3	-1.5	-2
CC(C)NC1=C(Cl)C(=O)c2ccccc2C1=O	-1.0	-0.1	-1	5	4	7	-2.1	-0.3	1.0	-3.6	-5
O=C1CCc2cc(S(=O)(=O)NC(C(=O)N3CCN(c4ccccn4)CC3)c3ccccc3)ccc2N1 (centres undefined)	-1.5	-1.3	-5	-2	-2	-5	-0.3	-0.6	-0.7	-0.7	-4
O=C(c1ccc(Cl)cc1)N1CCN(c2ccc([N+](=O)[O-])c(NCc3cccnc3)c2)CC1	-1.1	-3.2	0	1	3	-23	-0.8	2.2	-0.2	1.4	5
CN(C)NC(=S)Nc1ccc2nc(-c3ccccn3)c(-c3ccccn3)nc2c1	-1.0	-0.6	-28	-126	-170	1	-0.6	-0.7	2.1	-0.2	-120
CCOC(=O)c1c(CN2CCOCC2)n(-c2ccccc2)c2cc(Br)c(O)c(CN(C)C)c12	-1.5	-0.6	0	-3	-3	-27	0.0	-0.2	0.7	-5.2	13
COc1ccccc1NC(=O)C(=O)c1cn(CC(=O)N2CCOCC2)c2ccccc12	0.4	5.3	-6	-1	-1	7	1.2	0.5	4.9	1.4	-4
NC(=S)N/N=C/c1ccc(/C=N/NC(N)=S)cc1	-1.2	2.4	-8	8	-56	14	-0.5	-1.1	-1.3	2.1	-11
COC(=O)CCCC(=O)OC	-1.3	2.5	-2	1	2	1	0.1	4.3*	-0.6	0.4	-16
Cc1noc(C)c1NC(=O)N(C)C[C@H]1Oc2ccc(NC(=O)NC(C)C)cc2C(=O)N([C@H](C)CO)C[C@H]1C	-1.3	1.3	-9	-10	-5	3	-0.4	0.2	-1.2	0.1	-26
CCCNC(=O)c1[nH]c(C)c(C(C)=O)c1C	-0.9	-2.5	-1	-1	1	10	0.2	1.4	0.8	-2.6	-9
Cc1nc(SCc2ccc(O)c([N+](=O)[O-])c2)n[nH]1	-0.2	0.3	0	6	7	2	0.1	0.1	-0.8	0.3	15
CC1CCC2(CC1)NC(=O)N(CC(=O)N1c3ccccc3CC1C)C2=O (centres undefined)	-1.1	3.2	0	3	-2	-3	-1.4	0.4	1.6	0.1	1

Structures above that have two or more sulfur atoms, in the order listed:
Structure	ssDAF-12 act	hcDAF12 agonist	ADAM17 inh	PLCg1 inh	PLC-beta3 inh	sPLA2-III inh	DAX1 inh-1	DAX1 inh-2	FXN GAA850 act	hgDAF-12 ag	ADAM10 inh
CCOC(=O)N1CCN(S(=O)(=O)c2ccc(C(=O)Nc3sc4c(c3C(N)=O)CCN(CC)C4)cc2)CC1	-1.4	-0.3	2	-49	-83	-20	1.2	0.2	1.6	-1.4	-3
CC(C)CCn1c(SCC(=O)NC2CCS(=O)(=O)C2)nc2cc(Cl)ccc2c1=O (centres undefined)	-1.1	1.2	-1	1	-2	2	0.0	-0.1	0.4	0.4	4
NC(=S)N/N=C/c1ccc(/C=N/NC(N)=S)cc1	-1.2	2.4	-8	8	-56	14	-0.5	-1.1	-1.3	2.1	-11

(next part)
Structure	ssDAF-12 act	hcDAF12 agonist	ADAM17 inh	PLCg1 inh	PLC-beta3 inh	sPLA2-III inh	DAX1 inh-1	DAX1 inh-2	FXN GAA850 act	hgDAF-12 ag	ADAM10 inh
COc1cc(OC)c2c(O)c3c(=O)cc(C)oc3c(-c3c(OC)cc4cc5c(c(O)c4c3O)C(=O)CC(C)(O)O5)c2c1 (centres undefined)	-1.4	-1.8	6	1	-7	14	1.5	.	.	5.6	16
Cc1ccc(NC(=O)c2ccn(C)n2)c(Br)c1	0.5	3.1	-2	0	4	2	5.9*	-0.1	5.8	15*	-8
O=C(N/N=C/c1ccccc1)C1CCCN1C(=O)c1cc([N+](=O)[O-])cc([N+](=O)[O-])c1 (centres undefined)	-1.1	1.8	-5	1	-3	1	-1.7	0.3	-1.0	1.4	3
CCOC(=O)C[C@H]1c2ccc(C(F)(F)F)cc2S(=O)(=O)N1c1cccc(OC)c1	-0.7	-0.1	-2	0	-2	-15	-0.6	-0.1	-1.2	0.8	7
CC(C)Sc1n[nH]c(=O)n1-c1cccc(C(F)(F)F)c1	0.6	-0.1	-1	1	-3	-1	-0.3	2.1	0.7	-2.6	-3
COC(=O)CCSc1cc(NCCOC(C)=O)c([N+](=O)[O-])c2nonc12	-1.4	-2.6	-2	-4	-4	2	0.2	-0.5	1.0	3.1	-1
CC(=O)Nc1ccc(-c2nc(C)c(C(C)=O)n2O)cc1	-1.6	1.3	-8	-11	-9	-1	0.5	-0.5	2.2	1.0	-21
COc1ccc(S(=O)(=O)N2CCCc3ccccc32)cc1[N+](=O)[O-]	-1.3	-1.6	3	5	2	-3	-0.4	1.2	2.0	1.3	13
COc1ccccc1NC(=O)COc1ccc(Br)cc1CNC1CCCC1	-1.8	-2.5	-1	0	-3	0	0.8	1.7	-6.4	1.1	1
C=CCN1C(=O)C(Cc2ccccc2)S/C1=N/N=C/c1cccs1 (centres undefined)	-1.5	-2.6	6	3	0	-18	-0.4	1.0	-1.2	-2.0	11
CC(C)=CCC(C)(C)C1OCCN1C(=O)c1ccccc1 (centres undefined)	-1.2	0.5	-2	6	5	2	-0.7	0.9	-2.2	-2.2	5
COc1ccc(NC(=O)c2oc3ccccc3c2NC(=O)c2ccc(OC)c(OC)c2)c(OC)c1	-1.5	0.9	0	1	-9	5	-0.4	1.8	2.6	1.4	-3

Sorted by molar mass (rising): three of the compounds above
Structure	ssDAF-12 act	hcDAF12 agonist	ADAM17 inh	PLCg1 inh	PLC-beta3 inh	sPLA2-III inh	DAX1 inh-1	DAX1 inh-2	FXN GAA850 act	hgDAF-12 ag	ADAM10 inh
CC(=O)Nc1ccc(-c2nc(C)c(C(C)=O)n2O)cc1	-1.6	1.3	-8	-11	-9	-1	0.5	-0.5	2.2	1.0	-21
COc1ccc(S(=O)(=O)N2CCCc3ccccc32)cc1[N+](=O)[O-]	-1.3	-1.6	3	5	2	-3	-0.4	1.2	2.0	1.3	13
COc1ccccc1NC(=O)COc1ccc(Br)cc1CNC1CCCC1	-1.8	-2.5	-1	0	-3	0	0.8	1.7	-6.4	1.1	1

Assay outcomes from PubChem BioAssay.
